Screening data from PubChem.
All columns: NCI-60 one-dose screen, growth in % after 48 h at 10 µM unless noted; 100 = growth as untreated, 0 = no growth, -100 = all killed.
NCI-H23: NCI-H23 lung cancer | 4% of 80,000 active | AID 1794731
IGROV1: IGROV1 ovarian cancer | 4.7% of 79,000 active
NCI/ADR-RES: NCI/ADR-RES ovarian cells; 4.4% of 81,000 active; AID 1794790
NCI-H460: NCI-H460 lung cancer; AID 1794736; 6.8% of 82,000 active
COLO 205: COLO 205 colon cancer. 7.3% of 79,000 active. AID 1794742
SK-OV-3: SK-OV-3 ovarian cancer cells. 3.2% of 80,000 active. AID 1794785
NCI-H226: NCI-H226 lung cancer. 3.5% of 79,000 active. AID 1794732
NCI-H522: NCI-H522 lung cancer; 8% of 78,000 active
NCI-H322M: NCI-H322M lung cancer; 2.7% of 80,000 active; AID 1794733
* = called active by the depositor; / = no result given; & = joins results of further samples; [ ] = dose if it differs, or a comment. Rule for the calls: active = growth percent below 10; inactive = the rest.

Results follow in this order: NCI-H23, IGROV1, NCI/ADR-RES, NCI-H460, COLO 205, SK-OV-3, NCI-H226, NCI-H522, NCI-H322M
> O=[N+]([O-])c1ccccc1N/N=C/c1ccccc1
 : 101, 82, 103, 99, 91, 86, 91, 86, 88
> O=C(N/N=C/c1ccccc1O)c1ccccc1O
 : 37, 24, 21, 13, 55, 48, 67, 6.9*, 33
> CCNCCC(=O)N1[C@H](c2ccc(Cl)cc2)c2[nH]c3ccccc3c2C[C@@H]1OC(C)=O
 : 90, 79, 102, 99, 89, 82, 96, 90, 93
> CCOC(=O)/C(F)=C/C1CC1CCc1cccc(C(F)(F)F)c1 (centres undefined)
 : 101, 113, 106, 111, 103, 100, 102, 100, 106
> NS(=O)(=O)c1ccc(NC(=O)CN(C(=O)C(F)(F)F)C2CCCC2)cc1
 : 102, 105, 103, 103, 111, 115, 89, 91, 94
> CN1CCN(c2nc(-c3cccc4ccccc34)nc3sc4c(c23)CCCCCC4)CC1
 : 92, 73, 87, 91, 92, 89, 74, 89, 104
> CCCCCCCCCCCCCCCCCCOc1ccccc1CCCOP(=O)(O)OCC[N+](C)(C)C
 : 94, 16, 95, 14, 32, 85, 92, 68, 113
> S=C=Nc1ccc2ccccc2c1
 : 97, 117, 102, 105, 111, /, 101, 97, 109
> Cc1cccc(C)c1OCC(C)N (centres undefined)
 : 99, 111, 105, 110, 101, 104, 99, 97, 103
> O=c1[nH]cnc2nc[nH]c12
 : 113, 109, 98, 103, 112, 121, 99, 99, 95
> Fc1cccc(COc2ccc(Nc3ncnc4onc(-c5ccccc5)c34)cc2)c1
 : 18, 25, 47, 2.6*, 8.7*, /, /, 5.7*, 23
> Cc1ccc(S(=O)(=O)Nc2cccc(Cn3c(=O)[nH]c4ccc(Oc5ncccn5)cc4c3=O)c2)cc1
 : 85, 58, 93, /, /, 81, 86, 34, 80
> CCN(CC)CC(O)CNc1ccnc2c(Cl)ccc(Cl)c12 (centres undefined)
 : 105, 105, 108, 112, 92, 97, 95, /, 98
> O=C1C=CC(=O)N1c1n[nH]c2nc3ccccc3cc12
 : 106, 110, 114, 107, 110, 115, 102, 99, 107
> COc1c2c(c(OC)c3c(CC(=O)N4CCOCC4)c(-c4ccccc4)oc13)OCO2
 : 94, 80, 94, 110, 96, 89, 97, 94, 96

Next section, overlapping the part above by 4 compounds.
Results follow in this order: NCI-H23, IGROV1, NCI/ADR-RES, NCI-H460, COLO 205, SK-OV-3, NCI-H226, NCI-H522, NCI-H322M
> Cc1ccc(S(=O)(=O)Nc2cccc(Cn3c(=O)[nH]c4ccc(Oc5ncccn5)cc4c3=O)c2)cc1
 : 85, 58, 93, /, /, 81, 86, 34, 80
> CCN(CC)CC(O)CNc1ccnc2c(Cl)ccc(Cl)c12 (centres undefined)
 : 105, 105, 108, 112, 92, 97, 95, /, 98
> O=C1C=CC(=O)N1c1n[nH]c2nc3ccccc3cc12
 : 106, 110, 114, 107, 110, 115, 102, 99, 107
> COc1c2c(c(OC)c3c(CC(=O)N4CCOCC4)c(-c4ccccc4)oc13)OCO2
 : 94, 80, 94, 110, 96, 89, 97, 94, 96
> Cc1nc2ccc(Nc3nc(Nc4ccc(F)cc4)nc(N4CCCCC4)n3)cc2n1Cc1ccccc1
 : 95, 113, /, 82, 98, 98, 88, 70, 104
> ONc1ccc(-c2cnc(Cc3ccc4c(c3)OCO4)o2)cc1
 : 109, 98, 132, 112, 124, 113, 140, 48, 99
> C=CCn1c(SCC(=O)Nc2ccc(OC)cc2)nnc1-c1cc(-c2ccc(OC)cc2)nc2ccccc12
 : 96, 95, 104, 106, 113, 101, 96, 92, 93
> c1ccc(-c2nc(-c3nc4ccccc4[nH]3)c3ccccn23)cc1
 : 89, 74, 70, 93, 88, 82, 84, 68, 85
> O=C(Nc1cccc(Br)c1)Oc1cccc2cccnc12
 : 106, 106, 103, 104, 117, 110, 106, -57*[100 µM], 117
> N#Cc1c(NC(=O)c2ccccc2I)sc2c1CCCC2
 : 73, 51, 13, 18, /, /, 42, 25, 89
> Cc1cc(C)nc(NS(=O)(=O)c2ccc(Nc3nc(C)c4c(=O)[nH]c(SCc5ccccc5)nc4n3)cc2)n1
 : 96, 113, 105, 122, 118, 98, 73, 92, 124
> O=C(O)CNC(=O)CN1C(=O)c2ccccc2C1=O
 : 102, 107, 104, 103, 104, 91, 89, 100, 104
> c1ccc(SC23CC4CC(CC(C4)C2)C3)nc1
 : 98, 97, 107, 116, 106, 110, 94, 85, 105
> O=C(Nc1ccccc1)NS(=O)(=O)c1c[nH]c(=S)[nH]c1=O
 : 92, 106, 104, 106, 97, 70, 105, 61, 104
> Cc1ccc2nc(-[n+]3cc4ccccc4cc3C)ccc2c1
 : 19, 46, 109, 30, -12*, 38, 54, 26, 85
> Cc1ccc(SCN2CCN(c3cccc(Cl)c3)CC2)cc1
 : 94, 80, 99, 98, 115, 111, 81, 96, 89
> NS(=O)(=O)N(c1cc(C(F)(F)F)cc(C(F)(F)F)c1)C1CCN(Cc2ccc(F)cc2)CC1
 : 55, 62, 51, 58, -63*, 88, 69, 43, 82
> CCCC(OC(=O)CCl)C(CC)COC(=O)CCl (centres undefined)
 : 103, 109, 110, 103, 110, 115, 104, 100, 100
> COc1ccc(C2C=C(c3ccc(Cl)cc3)N=C3SC=CN32)c(Br)c1 (centres undefined)
 : 72, 98, 90, 77, 70, 117, 81, 65, 112

Next part
Results follow in this order: NCI-H23, IGROV1, NCI/ADR-RES, NCI-H460, COLO 205, SK-OV-3, NCI-H226, NCI-H522, NCI-H322M
> O=C(O)c1ccccc1C(=O)Nc1cccc(Cl)c1
 : 99, 105, 111, 107, 107, 99, 107, 97, 100
> c1ccc(CP(Cc2ccccc2)c2ccccc2)cc1
 : 98, 79, 101, 112, 106, 100, 105, 83, 87
> CCN(CC)CCCNc1ccnc2cc3ccccc3cc12
 : 83, 81, 71, 46, 75, 72, /, 52, 76
> C#CC(O)(c1ccc(Cl)cc1)c1ccc(Cl)cc1
 : 94&90, 100&99, 100&100, 107&106, 107&90, 105&103, 100&96, 84&77, 100&91
> CN(CCC(=O)c1ccc(Cl)cc1)Cc1ccccc1
 : 102, 117, 110, 105, 108, 111, 95, 97, 134
> CCOC(=O)/C(C#N)=C\Nc1ccc2ncnc(Nc3ccc(Cl)cc3)c2c1
 : 92, 52, 72, 70, 102, 85, 99, 80, 23
> CCc1c(C)c2cc3c(c(C)c2oc1=O)OCC(=O)N3
 : 64, 52, 75, 43, 83, 79, 52, 58, 61
> Cc1cccc(C)c1[C@H]1C[C@@](C)(O)[C@H]2CC[C@H](C)C[C@H]2O1
 : 100, 104, 113, 108, 112, 104, 106, 93, 113
> CCOC1CC(C#N)(C#N)C1(C#N)C#N (centres undefined)
 : 103, /, 112, 111, 108, 110, 101, 92, 99
> NC1=NC(c2ccco2)N=C(Nc2nn[nH]n2)N1 (centres undefined)
 : 102, 112, 99, 108, 120, 110, 96, 100, 106
> CC(C)C(C(=O)O)n1c(O)c(/C=C2/C=c3cc4c(cc3=NC2=O)OCO4)sc1=S (centres undefined)
 : 98, 109, 98, 114, 115, 129, 101, 99, 103
> CC(/C=C/c1ccc(Br)cc1)=N\OCC(=O)Nc1ccccc1
 : 98, 97, 105, 98, 103, 95, 97, 78, 93
> C=CCOC(C)OCC=C
 : 105, 105, 102, 110, 111, 113, 94, 79, 92
> Oc1ccc(-c2nc3ccccc3s2)c(O)c1
 : 118, /, 145, 100, 118, 120, 113, 69, 107
> Cc1c(C(N)=O)sc2nc(SCC(=O)n3[nH]c(=O)cc3N)n(Cc3ccccc3)c(=O)c12
 : 101, 110, /, 106, 101, 99, 104, 97, 100

Filtered by structure: those above with a COOH group (three)
Results follow in this order: NCI-H23, IGROV1, NCI/ADR-RES, NCI-H460, COLO 205, SK-OV-3, NCI-H226, NCI-H522, NCI-H322M
> O=C(O)CNC(=O)CN1C(=O)c2ccccc2C1=O
 : 102, 107, 104, 103, 104, 91, 89, 100, 104
> O=C(O)c1ccccc1C(=O)Nc1cccc(Cl)c1
 : 99, 105, 111, 107, 107, 99, 107, 97, 100
> CC(C)C(C(=O)O)n1c(O)c(/C=C2/C=c3cc4c(cc3=NC2=O)OCO4)sc1=S (centres undefined)
 : 98, 109, 98, 114, 115, 129, 101, 99, 103

(continued)
Results follow in this order: NCI-H23, IGROV1, NCI/ADR-RES, NCI-H460, COLO 205, SK-OV-3, NCI-H226, NCI-H522, NCI-H322M
> CCN(CC)CC#CCO[C@H]1CC[C@H](OCC#CCN(CC)CC)[C@@H]2[C@H]1[C@H]1C[C@@H]3[C@@]4(C)CCCC(C)(C(=O)OC)[C@@H]4CC[C@@]23C=C1C(C)C (some centres undefined)
 : 80, 80, 73, 90, 79, /, /, 83, 103
> CCOC(=O)c1c(Nc2ccccc2)nn2c(-c3ccc(F)cc3)c(C#N)cnc12
 : /, 96, 90, 81, 95, 101, 94, 98, 91
> COc1ccc(C(=O)N/N=C/c2cc(OC)c(OC)cc2Br)cc1
 : 93, 112, 101, 104, 115, 112, 100, 94, /
> CC(C)(C)c1cc(-c2cc(C(C)(C)C)c(O)c(C(C)(C)C)c2)cc(C(C)(C)C)c1O
 : 108, 109, 114, 108, 102, 99, 98, 84, 94
> C[N+](C)(C)CC(=O)N/N=C/c1ccc(Cl)cc1
 : 107, 128, 109, 115, 106, 103, 107, 99, 118
> O=C(/C=C/c1ccccc1)c1cccc(OCCCCOc2cccc(C(=O)/C=C/c3ccccc3)c2)c1
 : 97[4.75 µM], 97[4.75 µM], 101[4.75 µM], 102[4.75 µM], 113[4.75 µM], 104[4.75 µM], 90[4.75 µM], 86[4.75 µM], 99[4.75 µM]
> Nc1ncc(-c2ccc3ncnc(N4CCc5cc(F)c(Cl)cc54)c3c2)cc1C=O
 : 32, -36*, 29, 12, 20, -3.8*, 37, 27, 2.5*
> CCCCCCCCCCCCCCn1cc(C=C2C(=O)NC(=O)NC2=O)c2cc(Br)ccc21
 : 101, 106, 99, 107, 117, 111, 99, 92, 106
> CC(C)CN1CCC(=O)NC1=S
 : 101&115, 125&115, 106&107, 110&117, 116, 100, 93&105, 93&100, 117&111
> CC(C)Sc1nc(-c2ccccc2)c(C#N)c(N2CCN(C)CC2)n1
 : 91, 90, 94, 99, 111, 105, 98, 88, 97
> CC1=CC(=O)C=CC1(C)C(Cl)(Cl)Cl (centres undefined)
 : 100, 100, 102, 104, 90, 94, 95, 82, 102
> ClC(Cl)(Cl)c1ncnc2nc[nH]c12
 : 92, 92, 101, 110, 97, 102, 95, 87, 94
> COc1ccc(C2c3c(c4ccccc4[nH]c3=O)Oc3ncn4nc(-c5ccco5)nc4c32)cc1 (centres undefined)
 : 100, 103, 107, 101, /, 104, 101, 93, 104
> CCOP(=O)(OCC)C(NC(=O)c1ccc(OC)cc1)C(=O)N1CCC(O)CC1 (centres undefined)
 : 99, 106, 108, 114, 98, 82, 89, 83, 90
> NCCCNc1nc2ccccc2c2c(=O)c3cc(OC(F)(F)F)ccc3sc12
 : 48, 35, -29*, -77*, -53*, 90, 86, -14*, 49

More compounds:
Results follow in this order: NCI-H23, IGROV1, NCI/ADR-RES, NCI-H460, COLO 205, SK-OV-3, NCI-H226, NCI-H522, NCI-H322M
> CC/C=C(\C)C(C#N)(CC)C(=O)OCC (centres undefined)
 : 112, 121, 112, 111, 103, 104, 105, 94, 116
> CC(=O)N1Cc2cc(C)c(C)cc2C(C)Cc2cc(Cl)ccc21 (centres undefined)
 : 105, 103, 115, 102, 106, 118, 105, 95, 101
> CCCCn1c(C)nc2cc(Nc3nc(N4CCOCC4)nc4nc[nH]c34)ccc21
 : 78, 47, 91, 97, 89, 81, 72, 77, 83
> CC(O)c1ncc(/C=C2\SC(=S)N(CCC(=O)O)C2=O)s1 (centres undefined)
 : 105, 111, 105, 92, 108, 106, 97, 82, 103
> CCOC(=O)CCC(=O)OCC
 : 105, 105, 112, 106, 105, 105, 101, 102, 97
> COc1cc(/C=C2\S/C(=N/c3nc(C)c(C(C)=O)s3)NC2=O)ccc1O
 : 90, 86, 102, 95, 112, 89, 91, 72, 84
> COc1cc(CNC(=O)/C=C/c2ccccc2)ccc1O
 : 98, 101, 102, 100, 107, 99, 99, 88, 98
> COc1ccc(OC)nn1
 : 108, 104, 107, 115, 112, 107, 105, 91, 94
> O=S(=O)(Cl)Cc1ccc(Cl)cc1
 : 97, 106, 99, 102, 100, 94, 85, 82, 106
> O=C(NCc1ccccc1)NS(=O)(=O)c1ccc(N2N=C(c3cc4ccccc4oc3=O)CC2c2cccs2)cc1 (centres undefined)
 : 101, 117, 103, 107, 119, /, 98, 96, 106
> CC(=N/O)/C(C)=N\O
 : 118, 120, 115, 116, 116, 112, 104, 100, 113
> C/C=C/C(=O)OCc1ccccc1
 : 106, 97, 105, 114, 95, 102, 94, 97, 107
> O=C1NC(=O)C(c2ccccc2)O1 (centres undefined)
 : 102, 108, 98, 109, 108, 97, 105, 90, 99
